# RXFP1 agonist: activates the human relaxin receptor RXFP1 | HEK293T-RXFP1 cAMP TR-FRET, 30 min; response scale: percent of porcine relaxin response, buffer zero | actives 0.3% (n = 370,000) | Potency, µM (titrated, usually from 57.5 µM), inactives show top-dose activation, hits mostly activators | AID 2676 | Q9HBX9; also: potency is read from the fitted curve at half-maximal effect; % is scaled to controls: 0 for no effect and ±100 for the full control effect; nearly all actives have a fitted effect of over 60% in size; many of its hits are not listed in these tables
# Target sequence (Q9HBX9 whole entry, looked up): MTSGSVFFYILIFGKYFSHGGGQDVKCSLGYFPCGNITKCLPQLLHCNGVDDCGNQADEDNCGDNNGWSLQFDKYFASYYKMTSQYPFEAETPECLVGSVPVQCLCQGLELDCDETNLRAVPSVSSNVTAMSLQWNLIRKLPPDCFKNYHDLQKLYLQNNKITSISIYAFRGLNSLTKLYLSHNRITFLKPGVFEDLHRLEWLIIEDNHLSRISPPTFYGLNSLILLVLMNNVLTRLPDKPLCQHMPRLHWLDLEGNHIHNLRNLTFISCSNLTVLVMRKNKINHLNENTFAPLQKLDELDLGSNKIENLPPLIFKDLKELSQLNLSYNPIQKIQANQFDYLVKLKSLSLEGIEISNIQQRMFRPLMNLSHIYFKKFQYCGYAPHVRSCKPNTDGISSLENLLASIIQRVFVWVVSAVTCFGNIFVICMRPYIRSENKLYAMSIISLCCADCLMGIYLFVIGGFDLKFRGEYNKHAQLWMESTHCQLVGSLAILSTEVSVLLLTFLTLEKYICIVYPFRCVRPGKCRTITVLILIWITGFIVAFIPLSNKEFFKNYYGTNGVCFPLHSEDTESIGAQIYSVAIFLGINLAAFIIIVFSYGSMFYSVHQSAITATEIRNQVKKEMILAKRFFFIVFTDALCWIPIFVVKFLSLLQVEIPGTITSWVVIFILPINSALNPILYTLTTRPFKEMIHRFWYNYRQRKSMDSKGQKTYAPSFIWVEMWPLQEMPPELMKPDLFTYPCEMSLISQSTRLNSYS
#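 HEK293T cells stably expressing RXFP1 were pretreated with the PDE4 inhibitor Ro 20174, exposed to compounds for 30 min at 37C, lysed, and cAMP was read by TR-FRET. Data normalized to buffer (basal) and 29 nM porcine relaxin (100%).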
# Glioma ERSR ind: ER stress response induction in glioma. Potency, µM, for the others: at the top dose activation, most hits filed as activators. actives 0.02% (n = 420,000). U87-MG GRP78 promoter luciferase reporter, 16 h; also: potency is read from the fitted curve at half-maximal effect; series mostly up to about 76 µM; % of control where 0% means no effect; nearly all actives have a fitted effect of over 35% in size
#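 Stably transfected U87-MG glioma cells carrying a GRP78-based luciferase sensor; 16 h compound incubation. Luminescence end-point read 10 min after Bright-Glo addition at room temperature.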
# LDHA inh: inhibitors of human lactate dehydrogenase A | P00338 | activity change, % (values are at about 110 or 230 µM) | purified LDHA, NADH/diaphorase-resazurin fluorescence; hits give low values | actives 0.15% (n = 480,000); in the data active = activity change below about -30%; inconclusive = mostly about -25% to -30%;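 also: plate controls were DMSO wells for no effect and wells without enzyme for full effect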
#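 Human LDH5 at 2 nM final in Tris HCl pH 7.4 with 0.06 mM NADH and 0.2 mM pyruvate, reacted 5 minutes at room temperature. Remaining NADH coupled via diaphorase/resazurin; resorufin fluorescence read at 0 and 20 minutes, normalized to enzyme-free and DMSO wells.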
# Vif-A3G inh: blocks the Vif interaction with human APOBEC3G; Q9HC16; HeLa A3G-eYFP + Vif (tagged APOBEC3G with the HIV-1 protein that degrades it), YFP fluorescence, overnight; Potency, µM (doses to about 46.1 µM), for inactives: at the top dose activity, negative = active, hits mostly inhibitors; actives 0.076% (n = 410,000); AID 602310;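 also: potency is read from the fitted curve at half-maximal effect; % is scaled to controls: 0 for no effect and ±100 for the full control effect; nearly all actives have a fitted effect of over 60% in size; hits raise eYFP signal because A3G escapes Vif-driven loss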
#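 HeLa cells stably expressing Vif and C-terminally eYFP-tagged A3G, seeded overnight at 37 deg C, then exposed to compound by pintool overnight at 37 deg C. Rise in yellow fluorescence (Ex 488/Em 500-530, Acumen) marks blocked Vif-driven A3G degradation.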
# D2 PAM: D2 dopamine receptor (human) potentiation | P14416 | HEK293 T-REx D2, calcium flux, EC20 dopamine potentiation | potentiation, % at 10 µM | actives 0.34% (n = 340,000) | AID 485347;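 active = potentiation over 3 SD above the plate norm, cut at about 30% in these data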; also: 0% is about no effect
#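 Tetracycline-induced Hek293 Trex D2 cells, force-coupled to calcium, loaded with no-wash calcium dye. Compound added with 180 s kinetic read for agonism, then EC20 dopamine and a further 180 s read for potentiation.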
# Vif-APOBEC3F blk: inhibitors of Vif-A3F interaction; HeLa A3F-eYFP + Vif (tagged APOBEC3F with the HIV-1 protein that degrades it), YFP fluorescence increase; Potency, µM (highest dose often 46.1 µM), for inactives: top-dose activity, negative = active; actives 0.2% (n = 390,000); AID 602313; also: potency is read from the fitted curve at half-maximal effect; % of control where 0% means no effect; nearly all actives have a fitted effect of over 65% in size
#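 Fluorescence increase (Ex 488/Em 500-530) after overnight compound treatment at 37 deg C flags inhibition of Vif-driven A3F-eYFP loss in stable HeLa A3F-eYFP/Vif cells seeded overnight beforehand.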
# D1 antagonist: antagonists of human D1 dopamine receptor; P21728; HEK293 TREx D1 cells, calcium flux, dopamine EC80; hits give low values; activity change, negative = inhibition, % at 10 µM; actives 3.2% (n = 360,000); AID 504652; in the data active = activity change below about -30%; also: % is scaled to controls: 0 for no effect and ±100 for the full control effect
#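 Calcium flux readout: force-coupled, inducible Hek293 Trex D1 line, cells induced overnight at 30 C with tetracycline, dye-loaded 30–90 min at RT. Antagonism scored against EC80 dopamine challenge given 180 s after compound.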
# D1 ag: agonists of human D1 dopamine receptor | P21728 | HEK293 T-REx D1 cells, calcium flux, agonist mode | activation, % at 2 µM | actives 1% (n = 360,000) | AID 504660; in the data active = activation above about 30%; also: 0% is about no effect
#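 Agonism was scored from calcium flux recorded over 180 s (1 read/s) after pintool compound addition, following a 10-cycle baseline. Cells were inducible force-coupled HEK293 TREx D1, plated overnight at 30 C and loaded with no-wash calcium dye.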
# D1 potentiator: human D1 dopamine receptor positive modulation | P21728 | HEK293 TREx D1 cells, calcium flux, dopamine EC20 potentiation | potentiation, % at 10 µM | actives 0.036% (n = 360,000) | AID 504651; in the data active = potentiation above about 30%; also: 0% is about no effect
# * hit, by the source's call; ? = inconclusive; / = not tested or not shown; & = joins results of further samples. Unless noted, calls follow the shape of the dose curve; as a rule, active = well fitted curve in the direction sought with a large enough effect; inconclusive = small, poorly fitted or top-dose-only effect, or another doubt; inactive = no such curve, though single readings can be large; an effect the other way counts as inactive or inconclusive. Some of the compounds tested; rates above refer to the full screens.
canonical_smiles	D1 antagonist	D1 ag	D2 PAM	LDHA inh	RXFP1 agonist	Glioma ERSR ind	Vif-A3G inh	D1 potentiator	Vif-APOBEC3F blk
Cc1cc(C)nc(/N=C(/NC(=O)c2ccccc2)Nc2ccccc2)n1	-5	-2	6	-3	-2.4%	-3%	1%	-10	2%
CC1CCN(c2ccc3nnc(CCC(=O)Nc4ccc(F)c(F)c4)n3n2)CC1	-30*	1	-1	-6	3.0%	2%	3%	-8	-10%
CC(=O)Nc1ccc(S(=O)(=O)N[C@@H](C)C(=O)OCc2cc([N+](=O)[O-])cc3c2OCOC3)cc1	-4	0	0	-5	3.5%	7%	2%	-1	4%
O=C(CCSCCc1ccccn1)Nc1ccc(Cl)cc1	-2	2	3	2	2.1%	-2%	-5%	-5	4%
CCOc1ccc(NC(=O)CN(C)C(=O)c2ccccc2SCc2c(C)noc2C)cc1OCC	1	1	-2	-6	0.8%	-4%	-3%	-7	5%
Cc1scc(C(=O)N/N=C/c2ccsc2)c1C	-14	1	4	1	5.5%	-6%	-5%	-2	5%
CCN(Cc1ccccc1)S(=O)(=O)c1ccc(C(=O)N2CCN(c3nc4ccccc4s3)CC2)cc1	-20	7	10	-2	0.8%	2%	-3%	-7	4%
CCOC(=O)c1c(C)[nH]c(C)c1C(=O)COC(=O)C1CC(=O)N(CCc2ccccc2)C1 (stereo not given)	/	/	/	-7	/	-4%	-5%	/	-4%
Nc1nonc1N1CCCCC1	-4	-1	3	-4	1.4%	-4%	-3%	4	6%
CN(C)c1c(N)[nH]c2c(c1=O)c(=O)n(C)c(=O)n2C	5	1	7	8	2.4%	-2%	0%	0	5%
COc1ccc(-n2c(N)cc(=O)nc2SCC(=O)NC2CCCCC2)cc1	/	/	/	-3	/	-2%	-2%	/	6%
Cc1ccc(CNC(=O)CCc2c(C)nc3c(-c4ccc(F)cc4)c(C)nn3c2C)cc1	-6	0	-2	-7	1.0%	-4%	6%	-3	-2%
CCOC(=O)N1CCN(C(=O)CSc2ccc(Cl)cc2)CC1	12	1	7	-1	-0.1%	-3%	0%	-2	-4%
O=C(CCN1C(=O)S/C(=C/c2ccc(F)cc2)C1=O)Nc1ccc(O)c(C(=O)O)c1	45	2	-3	-1	-1.3%	-4%	0%	4	5%
CC1CCC(NC(=O)c2nn(C)c3c2CS(=O)(=O)c2ccccc2-3)CC1 (stereo not given)	-14	5	4	-5	0.3%	-3%	3%	0	-2%
COC(=O)c1sc(NC(=S)NNC(=O)c2c(Br)c(C)nn2C)c(C(=O)OC)c1C	3	7	9	-4	25µM*	-2%	-9%	-3	-14%
Cc1ccccc1OCCC(=O)Nc1ccc2c(C)cc(=O)oc2c1	-4	3	0	-4	4.3%	10%	1%	1	1%
COc1cc(-c2nc3n(n2)C(c2cccc(OC)c2OC)C2=C(CCCC2=O)N3)cc(OC)c1OC (stereo not given)	17	1	12	-10	0.5%	0%	0%	-3	1%
O=C(N/N=C/c1ccccc1OC(=O)c1ccc2c(c1)OCO2)c1cccc(F)c1	1	8	-4	-1	1.2%	6%	0%	-4	-8%
COc1ccc(CNC(=O)COC(=O)c2ccc(F)c(S(=O)(=O)N3CCCCC3)c2)cc1OC	1	3	6	6&-3	-0.2%	-2%	0%	0	1%
CCc1noc(C)c1C(=O)NC1CCCc2c1cnn2-c1cc(C)cc(C)c1 (stereo not given)	0	5	6	-3	-6.0%	9%	2%	3	3%
OC(CN1CCN(c2ccccc2)CC1)Cn1c2ccccc2c2ccccc21 (stereo not given)	1	1	-14	-5	0.3%	-5%	-1%	-4	-9%
O=C(COC(=O)CCS(=O)(=O)c1ccc(Cl)cc1)NC1CCCCC1	1	1	-23	-8	-0.8%	-5%	-2%	-4	-6%
CCC(=O)c1ccc(OC)c(OC)c1OCc1ccccc1	/	/	/	-11	/	-5%	-6%	/	-1%
O=c1c(C(c2c(O)nc3n(c2=O)CCS3)c2cccc3ccccc23)c(O)nc2n1CCS2	-14	3	-14	-4	-0.3%	-3%	1%	-10	-5%
Fc1ccc(CN2C3=NCCN3c3ccccc32)cc1	0	4	-6	1	3.6%	-1%	-5%	-14	8%
O=C(Nc1nnc(Cc2ccc(Cl)cc2)s1)c1ccco1	-24	1	7	-11	-0.8%	0%	1%	-1	0%
Cc1cccc(NC(=O)C(C)Oc2ccc(C)nc2[N+](=O)[O-])c1 (stereo not given)	/	/	/	-5	/	-3%	0%	/	7%
O=C(/C=C/c1ccc[nH]1)c1ccccc1	10	2	18	-7	-0.6%	2%	-4%	0	13%
Cc1cc(O)c(NC(=O)c2cccc([N+](=O)[O-])c2)cc1C	-2	2	-9	-1	0.5%	6%	6%	-3	-4%
COc1ccccc1CC(O)CC1c2c(cc3c(c2OC)OCO3)CCN1C (stereo not given)	/	/	/	-3	/	-3%	-1%	/	-5%
Clc1cccc(N2CCN(c3nc4ccccc4n4nnnc34)CC2)c1	2	5	4	-6	3.2%	/	/	2	/
NS(=O)(=O)c1ccc(NCc2cc(Cl)ccc2OCc2ccccc2F)cc1	-4	7	8	-12	2.0%	1%	-8%	0	-9%
Cn1nnnc1SCC(=O)Nc1ccc(Oc2ccc(Cl)cc2)cc1	-30*	10	-6	1	0.1%	0%	0%	-2	-5%
COc1ccc(OC)c(C(C)NC(=S)Nc2ccc(S(=O)(=O)Nc3ncccn3)cc2)c1 (stereo not given)	12	2	-7	-5	-0.4%	-1%	-1%	4	3%
O=C(NCCCN1CCOCC1)C(=O)NCCc1ccccc1	5	3	4	-15	2.9%	-2%	-2%	-4	9%
COc1cc(NC(=O)c2ccccc2)ccc1NC(=O)c1cc2ccccc2o1	-1&1	2&1	-5&6	-4&-9	18%&3.3%	-2%&-3%	0%&2%	4&1	24%&-8%
Cc1nc(-c2ccccc2)sc1CCNC(=O)C(=O)Nc1ccc2c(c1)OCCO2	-45*	7	1	-5	1.1%	-4%	0%	0	-2%
Cc1nc2ccn(Cc3cccs3)c(=O)c2cc1C(=O)NCc1ccccc1	0	3	10	-11	5.6%	-3%	-9%	-2	1%
CCC1(C)Cc2ccccc2-c2[nH][nH]c(=O)c21 (stereo not given)	-14	1	0	-1	-1.3%	-5%	?	-3	3%
NS(=O)(=O)c1ccc(CNC(=O)/C=C/c2ccccc2)cc1	0	4	-3	-8	0.6%	-3%	-1%	-2	-11%
COc1ccc(NC(=O)N(C)C[C@@H]2OCc3ccccc3-c3c(n(C)c4ccccc34)C(=O)N([C@H](C)CO)C[C@H]2C)c(OC)c1	/	/	/	-11	/	-9%	-18%	/	-2%
N/C(=N\OC(=O)C12CC3CC(CC(C3)C1)C2)c1ccccn1	1	4	2	-3	2.3%	13%	-5%	-2	-9%
COc1cc(NC(=S)NN2CCOCC2)cc(OC)c1	/	/	/	-5	/	-1%	2%	/	-6%
CC1CCC/C(=C\Nc2ccccc2C(=O)O)C1=O (stereo not given)	-12	2	8	7	2.1%	-1%	-4%	-1	9%
Cc1ccc2nc(N3CCN(c4cccc(C(F)(F)F)c4)CC3)c3nnnn3c2c1	7	7	3	0	-0.5%	-3%	-9%	1	?
Cc1ccc(S(=O)(=O)NCC(=O)NCC(=O)NC(C)c2ccccc2Br)cc1C (stereo not given)	-20	2	-15	-8	-2.9%	-2%	-2%	-6	-7%
O=C(/C=C/c1ccccc1)N1CCCN(C(=O)/C=C/c2ccccc2)CC1	5	1	15	-1	4.0%	4%	0%	4	2%
CCN(CC)S(=O)(=O)c1ccc(Cl)c(NC(C)=O)c1	-7	4	-1	-12	1.8%	-6%	-1%	3	5%
Cc1ccc(C)n1-c1ncc(Br)cn1	/	-1	-2	-3	3.0%	-5%	13%	0	-3%

# (list continues)
canonical_smiles	D1 antagonist	D1 ag	D2 PAM	LDHA inh	RXFP1 agonist	Glioma ERSR ind	Vif-A3G inh	D1 potentiator	Vif-APOBEC3F blk
COC(=O)c1ccc(Sc2ccccc2NS(=O)(=O)c2ccc(OC)cc2)nc1	-8	1	4	-3	2.2%	0%	-5%	-4	-4%
c1nc(N2CCNCC2)c2sc3nc(N4CCOCC4)c4c(c3c2n1)CCC4	-3	3	-7	/	1.5%	/	/	-4	/
CN(C)c1ccc(/C=N/NC(=O)CN(c2ccccc2Cl)S(C)(=O)=O)cc1Br	3	0	22	2	11%	-5%	-2%	-10	4%
COC(=O)c1ccccc1NC(=O)c1oc2ccc3c(c2c1C)C(=O)CC(C)(C)O3	-2	-1	-5	2	0.0%	-3%	5%	-4	0%
COc1cccc(-c2cc(C(=O)Nc3ccc(C)cc3)[nH]n2)c1	-15	1	2	-5	3.6%	1%	0%	-1	-3%
COc1ccccc1NC(=O)Nc1ccc2c(c1)CCC2	-14	2	-5	-2	-2.8%	3%	-6%	38*	-3%
Cc1ccccc1NC(=O)Cc1nnc(N)s1	1	0	3	-4	2.0%	-1%	-2%	1	0%
COC(=O)c1ccc(NS(=O)(=O)c2ccc(-n3cccn3)cc2)cc1	10	15	-3	-10	0.4%	0%	-5%	-1	-3%
CC1CCN(C2(O)C(=O)Nc3ccc(Br)cc32)CC1 (stereo not given)	-4	1	5	-3	2.2%	-1%	-3%	-4	2%
Cc1oc(-c2ccc(C(=O)NCCC(C)C)cc2)nc1CS(=O)(=O)c1ccccc1	4	0	-4	1	1.1%	-3%	4%	0	2%
COCC(C)n1c(C)cc(C(=O)COc2ccc(N(C)S(=O)(=O)c3ccc(NC(C)=O)cc3)cc2)c1C (stereo not given)	-15	10	13	3	0.1%	0%	-6%	-2	?
O=C(O)c1cc(-c2ccc3ccccc3c2)nc2ccc(F)cc12	3	0	2	-5&-1	2.0%	2%	-10%	-6	0%

# Assay outcomes (PubChem BioAssay)
